Salmonella PhoP GFP: inhibitors of PhoP regulon expression, primary screen, Salmonella Typhimurium, GFP reporter (AID 1863). S. Typhimurium PhoP-regulated promoter GFP reporter, 4 h; higher % means a stronger effect. one-dose inhibition, % at 50 µM; IC50 in µM for titrated hits. hit rate 0.16% among 300,000;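 active = inhibition over 29.93%, a cutoff 3 SD above the screen mean, later confirmed by dose response; inconclusive = inhibition over 29.93% but no dose response follow-up; inactive = inhibition at most 29.93% or unconfirmed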;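 also: 0% = low Mg2+ inducing control and 100% = high Mg2+ repressing control; strong numbers were not always called active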
Rac1 GTP hydrolysis: MgcRacGAP GTPase-activating activity inhibitors, confirmation, biochemical, ADP Hunter fluorescence; Rac GTPase-activating protein 1 (Homo sapiens); hit rate 0.6% among 340,000; inhibition, % at 30 µM; hits with a dose series show IC50 in µM; AID 624330, 2012; MgcRacGAP-stimulated Rac1 GTP hydrolysis, ADP Hunter fluorescence; higher % means a stronger effect; GST-tagged Rac1 F28L mutant substrate;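 active = first-screen hits whose inhibition reached a set limit at any dose in the follow-up dose series; inconclusive = inhibition above the set first-screen limit but never retested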;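 also: fluorescence reports GDP produced by GAP-driven GTP hydrolysis; strong numbers were not always called active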
b-catenin transl: modulators of beta-catenin nuclear translocation, primary screen, imaging, HeLa cells, immunofluorescence, high-content | nuclear translocation activity, % at 5 µM | hit rate 0.3% among 190,000;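 active = nuclear translocation activity above 50% at 5 µM, with a well cell count of 50 or more; inconclusive = wells under 50 cells across six images, flagged as toxic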;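 also: per-cell ratio of nuclear to cytoplasmic median beta-catenin stain intensity; plate controls were DMSO negative control for no effect and GSK-3 inhibitor IX positive control for full effect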
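System: HeLa cells, endogenous beta-catenin; compound dosing: 5 µM primary single dose, 0.1% DMSO, 0.02–20 µM confirmation series; incubation: 24 h compound exposure at 37°C, 5% CO2; signal: beta-catenin immunofluorescence imaging with DAPI; evaluation: % activation, nuclear-to-cytoplasmic median beta-catenin signal ratio per cell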
T cell modulator: modulators of CD8 T cell-vesicle binding, primary screen, mouse 2C CD8+ T cells, flow cytometry. 2C CD8+ T cell-vesicle binding; hits give low values. calls only at 7 µM. hit rate 0.068% among 330,000. AID 2052, 2009;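 active = response, share of CD8 T cells binding vesicles, and their 90th percentile fluorescence all below set limits, cut at about 80% in these data, passing the limit was not always enough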
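Read-out – percent CD8+ FL2 mean versus row control · System – murine 2C transgenic CD8+ T lymphocytes · Times – 1.5 h cell–vesicle binding at 37 °C, then 20 min icy labelling · Control set – naked vesicles low, QL9 vesicles with vehicle high · Detection – cytometric PE anti-B7-1 and Alexa647 anti-CD8 signals after 1% paraformaldehyde fixation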
WT yeast gro inh: growth inhibition of WT strain, primary screen, mitochondrial fusion inhibitor project, WT and mutant strains, chemical genetic; inhibition, % at 10 µM; hit rate 2.1% among 190,000; mitochondrial fusion phenotypic screen; in the data active = inhibition above about 58%; tested in S. cerevisiae
Myeloid diff 2: induction of myeloid progenitor differentiation, primary screen, cell-based, flow cytometry, MLPCN library; ER-HoxA9 myeloid progenitors, lysozyme-GFP differentiation; calls only at 10 µM; hit rate 1% among 360,000; AID 624256, 2012;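 active = normalized GFP-positive differentiation at or above the plate's own cutoff, the solvent-only control mean plus 3 SD; inconclusive = no clear call, values can overlap the other calls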;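 also: cells exposed to compound for four days before flow analysis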
SV40 large T antigen: SV40 large T antigen inhibitors, biochemical (AID 1903) | SV40 large T antigen ATPase/helicase inhibition assay; higher % means a stronger effect | inhibition, % at 20 µM, or IC50 in µM where a hit was titrated | hit rate 0.39% among 310,000; in the data active = a potency from the dose series; inconclusive = inhibition mostly from about 32% at the one dose, without a potency; inactive = the rest, 99 in 100 with inhibition below about 32%; also: strong numbers were not always called active
RSV antiviral HEp-2: RSV antiviral activity via CPE protection, HEp-2 cells, primary 10 µM value included (AID 2391) | HEp-2 cells, RSV-induced CPE inhibition; higher % means a stronger effect | CPE inhibition, % at 10 µM, or IC50 in µM where a hit was titrated | hit rate 0.13% among 310,000; in the data active = a potency from the dose series; inconclusive = CPE inhibition mostly from about 23% at the one dose, without a potency; inactive = the rest, 99 in 100 with CPE inhibition below about 21%; also: strong numbers were not always called active
West Nile virus CPE: West Nile virus antiviral activity, cell-based, CPE readout (AID 1621) | West Nile virus-infected cells, CPE inhibition; higher % means a stronger effect | CPE inhibition, % at 10 µM, or IC50 in µM where a hit was titrated | hit rate 0.02% among 290,000; in the data active = a potency from the dose series; inconclusive = CPE inhibition mostly from about 3.7% at the one dose, without a potency; inactive = the rest, 99 in 100 with CPE inhibition below about 2.2%; also: strong numbers were not always called active
WT yeast gro inh mutant strain: second read-out of WT yeast gro inh, no call of its own (marks repeat the call); inhibition, %; mitochondrial fusion phenotypic screen, mutant strain inhibition
b-catenin transl cell count 5 µM: further read-out of b-catenin transl, marked with its call; cell count; measured here: cell count, cytotoxicity flag
T cell modulator vesicle-bound %: further read-out of T cell modulator, marked with its call; double positive events, %; measured here: CD8+ vesicle-bound cell fraction;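 binding gate set so that unloaded-vesicle control wells show 10% double positive cells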
Myeloid diff 2 GFP+ MAC1+ %: further read-out of Myeloid diff 2, marked with its call; GFP+ MAC1+ double positive, %; measured here: differentiation confirmed by MAC1 staining
Starred values were filed as active, the others as inactive; i = inactive; u = inconclusive; x = no result given.

SMILES	Salmonella PhoP GFP	Rac1 GTP hydrolysis	b-catenin transl	b-catenin transl cell count 5 µM	T cell modulator	T cell modulator vesicle-bound %	WT yeast gro inh	WT yeast gro inh mutant strain	Myeloid diff 2	Myeloid diff 2 GFP+ MAC1+ %	SV40 large T antigen	RSV antiviral HEp-2	West Nile virus CPE
O=C(Oc1cc(Cl)cc(Cl)c1)c1cnc2n(c1=O)CCS2	0%	18%	-1.8	1191	i	24	x	x	i	0.4	8%	x	0.0%
Cn1ccnc1SCC(=O)Nc1sccc1C#N	31%	12%	-1.3	1351	i	60	0	-11	i	0.5	6%	1.8%	0.7%
O=C1c2ccccc2C(=O)N1c1cccc(-c2csc(Nc3ccc4c(c3)OCO4)n2)c1	38%	x	-1.7	1174	i	54	12	11	x	x	27%	2.3%	-0.2%
Nc1nc(N)nc(-c2cc(F)ccc2O)n1	x	3%	x	x	i	37	x	x	i	0.9	x	-1.0%	x
COc1ccccc1CNC(=O)c1ccc2c(=O)n3c(nc2c1)CCCCC3	-8%	9%	x	x	i	58	x	x	i	1.4	11%	7.9%	-1.6%
Cc1cccc(-n2c(SCC(=O)N3CCCC3)nc3n[nH]c(C)c3c2=N)c1	3%	8%	-1.3	1219	i	47	-5	-20	i	0.3	-2%	4.2%	-0.3%
O=C(NCCCCNC(=O)C1CCCC1)C1CCCC1	-12%	-2%	x	x	i	24	3	3	i	0.6	-2%	1.6%	0.5%
COC(=O)Nc1ccc(=O)n(Cc2c(Cl)cccc2Cl)c1	-2%	10%	x	x	i	30	2	6	i	0.6	21%	0.7%	0.0%
CC(Cn1cncn1)C(=O)N1CCN(S(=O)(=O)c2ccc(Cl)cc2)CC1 (stereo unspecified)	1%	2%	x	x	i	35	x	x	i	0.4	4%	1.9%	-0.4%
O=c1c2cn[nH]c2nc(SCc2cc(=O)n3cc(Br)ccc3n2)n1-c1ccc(Br)cc1	-14%	-1%	0.0	1037	i	30	3	15	x	x	9%	66%	-1.1%
Cc1ccc(OCC(=O)NNC(=O)C2CCC2)cc1C	x	6%	x	x	i	40	x	x	i	0.7	x	-0.6%	x
COc1ccc(/C=C/C(=O)NCC(=O)N/N=C(/CCC(=O)O)c2ccccc2)cc1	-3%	7%	-1.3	1021	i	22	x	x	i	0.3	1%	1.7%	0.1%
CCc1cc2c(=O)n(-c3ccc(C)cc3)cnc2s1	-2%	16%	-2.9	470	i	63	-14	-5	i	1.0	16%	1.3%	-0.1%
CCS(=O)(=O)N1CCCC(C(=O)c2ccc(OC)cc2C)C1 (stereo unspecified)	2%	10%	-0.7	1003	i	47	-5	-9	i	0.2	-1%	0.5%	-0.7%
COCCN=c1scc(-c2cc(OC)c(OC)c(OC)c2)n1/N=C/c1c(C)[nH]c2ccccc12	-15%	23%	2.8	932	i	42	32	-8	i	0.8	15%	18%	-0.2%
COc1ccc(C(=O)NC(=S)Nc2cccc(NC(=O)c3ccco3)c2)cc1[N+](=O)[O-]	17%	5%	0.4	1138	i	40	6	-7	i	1.3	0%	1.4%	1.8%
COC1=C(C)C(O)=C(C(=O)/C=C/c2ccccc2)C(=O)C1(C)C	5%	2%	3.0	1077	i	43	x	x	i	1.1	23%	-4.5%	1.8%
COc1ccccc1N1C(=O)C2C(C(=O)c3ccccc3)=NN(c3ccccc3)C2C1=O (stereo unspecified)	-15%	9%	-1.8	1336	i	29	x	x	i	0.4	20%	-1.2%	0.5%
COc1ccc2c(c1)OC[C@H]1[C@H]2N2C(=O)c3cc(Br)ccc3NC(=O)[C@@]2(C)[C@H]1c1ccccc1	x	6%	x	x	i	16	x	x	i	1.5	11%	0.8%	x
CC1(c2ccco2)NC(=O)NC1=O (stereo unspecified)	-15%	2%	0.4	1093	i	33	-10	-2	i	0.9	0%	2.6%	-0.1%
COc1cc(S(=O)(=O)N2CCN(Cc3cccs3)CC2)ccc1NC(C)=O	x	3%	x	x	i	34	x	x	i	0.5	x	0.2%	x
Cc1ccc(-n2cc(-c3ccccc3)c3c(N4CCOCC4)ncnc32)cc1	-7%	0%	0.1	1132	x	x	71*	8.6*	i	0.4	8%	x	-0.2%
Cc1cc(OC(=O)c2ccccc2F)c([N+](=O)[O-])c(=O)[nH]1	1%	9%	x	x	i	29	x	x	i	3.6	-8%	-0.6%	0.1%
CC(C)C(=O)OCC(=O)Nc1ccc(N=Nc2ccccc2)cc1	2%	6%	0.1	1095	i	34	13	13	i	0.3	0%	0.7%	-0.8%
Cc1c(-c2n[nH]c(=S)n2-c2ccc(C(F)(F)F)cc2)nnn1-c1ccccc1	-12%	7%	-1.9	991	i	8	6	-6	i	0.6	12%	3.0%	-0.4%
(continued)
SMILES	Salmonella PhoP GFP	Rac1 GTP hydrolysis	b-catenin transl	b-catenin transl cell count 5 µM	T cell modulator	T cell modulator vesicle-bound %	WT yeast gro inh	WT yeast gro inh mutant strain	Myeloid diff 2	Myeloid diff 2 GFP+ MAC1+ %	SV40 large T antigen	RSV antiviral HEp-2	West Nile virus CPE
Cc1ccc(CN2CCN(CCCc3ccccc3)CC2CCO)cc1 (stereo unspecified)	-12%	8%	-1.4	1014	i	16	24	10	i	0.2	11%	-2.1%	-1.5%
O=C(COC(=O)c1ccc(F)cc1Cl)NC1CCS(=O)(=O)C1 (stereo unspecified)	x	0%	x	x	i	40	x	x	i	0.7	x	1.2%	x
Clc1cccc(-c2nnc(SCc3nc4ccccc4[nH]3)n2Cc2ccco2)c1	18%	6%	-2.8	1033	i	42	15	30	i	0.9	8%	17%	0.8%
COc1ccc(OC)c(C(C[N+](=O)[O-])c2c(C)cc3ccccn23)c1 (stereo unspecified)	21%	6%	x	x	i	38	x	x	u	x	4%	4.5%	1.9%
CC(=O)Nc1ccc(SCC(=O)NCCc2ccc(F)cc2)cc1	-1%	11%	x	x	i	32	x	x	i	0.7	-4%	2.0%	-0.3%
Cc1ccc(C)c(/C=C/C(=O)c2ccccc(=O)c2O)c1	89µM*	16%	-1.7	540	i	48	9	2	x	x	7%	-2.5%	u
O=S(=O)(c1ccccc1)N1CCN(c2ncnc3scc(-c4ccccc4)c23)CC1	11%	4%	x	x	i	25	x	x	i	6.3	7%	11%	0.9%
COC(=O)Cn1c(=N)n(CCN2CCCCC2)c2ccccc21	3%	8%	0.6	1421	i	1	-10	3	i	0.5	10%	0.2%	0.7%
O=C(NCCCn1ccnc1)c1ccc(-c2ccccc2)cc1	-2%	6%	x	x	x	x	x	x	i	0.3	9%	3.6%	-1.6%
Cc1cc(O)c(NC(=O)c2ccco2)cc1C	-1%	7%	x	x	i	39	7	-28	i	0.5	6%	1.1%	-0.2%
O=C(CN1CCCC1c1cccs1)N1CCN(S(=O)(=O)c2cccc(F)c2)CC1 (stereo unspecified)	x	7%	x	x	i	14	x	x	i	0.4	x	-0.5%	x
Cc1nc(NC(=O)/C=C/c2ccccc2)sc1C(=O)Nc1ccc(Cl)cc1	19%	9%	x	x	i	44	13	2	i	1.4	0%	0.3%	u
Cc1ccc2oc(-c3cccc(NC(=O)/C=C/c4cccc([N+](=O)[O-])c4)c3C)nc2c1	1%	4%	1.7	560	i	43	0	-25	i	0.7	-1%	16%	-1.3%
CCN(CC)CCn1c(=N)n(CC(O)c2ccc(OC)c(OC)c2)c2ccccc21 (stereo unspecified)	1%	-7%	-0.9	1482	i	33	3	6	i	0.1	12%	-1.6%	-0.1%
O=C(c1cc(S(=O)(=O)N2CCCCC2)ccc1Cl)N1CCOCC1	-3%	7%	x	x	i	31	x	x	i	2.5	6%	0.5%	-0.4%
NC(=S)c1ncc(C(F)(F)F)cc1Cl	10%	10%	0.8	992	i	51	x	x	i	0.7	6%	1.3%	-0.4%
Cc1cc(C)cc(N(C(=O)c2csnn2)C(C(=O)NC(C)(C)C)c2ccncc2)c1 (stereo unspecified)	7%	-18%	0.1	1440	i	27	7	-4	i	0.6	6%	1.9%	0.0%
CCC(=O)NCCCc1nc(-c2ccccc2)no1	-1%	9%	x	x	i	26	x	x	i	0.7	5%	2.1%	-0.5%
COCCNC(=O)c1ccccc1NC(=O)c1ccccc1N(C)S(C)(=O)=O	-7%	3%	-1.4	1050	i	11	-7	-4	i	0.3	4%	0.7%	-0.2%
CCN(CC)S(=O)(=O)c1cccc(C(=O)N/N=C(\C)c2ccc(O)cc2O)c1	1%	u	-0.1	1018	i	22	8	13	u	x	38%	1.4%	-0.6%
Cc1ccc(Sc2nc(-c3ccccc3)nnc2C(F)(F)F)cc1	-15%	14%	1.9	1122	i	34	5	-11	u	x	-3%	-1.3%	u
C(=N\Nc1nnnn1-c1ccccc1)/c1ccncc1	-10%	-4%	x	x	i	32	7	4	i	0.7	8%	0.7%	0.1%
Cc1ccc2[nH]c3c(NCCN4CCOCC4)ncnc3c2c1	0%	18%	-0.9	1151	x	x	12	9	i	1.1	11%	x	x
OCCN1CCN(C(=S)NCCc2ccccc2)CC1	2%	6%	-1.4	1088	i	53	4	6	i	0.5	15%	0.1%	0.8%
CC1CN(C(=S)NC(=O)c2ccc(Cl)cc2)CC(C)O1 (stereo unspecified)	2%	4%	x	x	i	10	x	x	i	2.8	4%	0.8%	0.5%
O=C(Nc1ccc(-c2ccccc2)cc1)c1ccc2c(c1)S(=O)(=O)c1ccccc1C2=O	-2%	10%	x	x	i	24	x	x	i	1.9	7%	8.6%	1.1%

Screening data deposited in PubChem BioAssay by several laboratories.
